# Screening results: PubChem, National Center for Advancing Translational Sciences (NCATS)
# ERK EGF inh = inhibitors of EGF-stimulated ERK signaling pathway; HEK293-V1b, EGF-stimulated phospho-ERK AlphaScreen; Potency, µM (titrated, usually from 11.5 µM), for inactives: at the highest dose activity change, negative = inhibition, actives largely listed as inhibitors; hit rate 0.41% among 130,000; AID 1454; active = well fitted inhibition curve with a large enough effect; inconclusive = small, poorly fitted or top-dose-only effect, or effect the other way;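 note: plate controls were stimulated vehicle wells for no effect and unstimulated vehicle basal for full effect; nearly all actives have a fitted effect of over 55% in size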
#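 Compounds are titrated over HEK293-V1b cells kept overnight in 1% FBS. After 30 min at 37C, EGF (25 nM final) triggers ERK phosphorylation for 5 min, measured by AlphaScreen in lysates.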
# * hit, by the source's call; ? = inconclusive; & = joins results of further samples; [ ] = dose if it differs, or a comment. Potency is the fitted concentration of half-maximal effect. The list is partial. The share of hits here may be higher or lower than overall.
# Start of the listing, in advance (6 entries):
no.	ERK EGF inh	molecule
1	17.2%	CCn1cc(C(=O)O)c(=O)c2cc(F)c(N3CCNCC3)nc21
2	-5.1%	Nc1ncnc2nc[nH]c12
3	-1.2%	Cc1cc(C)cc(OCC2CNC(=O)O2)c1 (configuration not stated)
4	-17.0%[57.5 µM]	C[C@@H]1C[C@H]2[C@@H]3C[C@H](F)C4=CC(=O)C=C[C@]4(C)[C@@]3(F)[C@@H](O)C[C@]2(C)[C@@]1(O)C(=O)COC(=O)C(C)(C)C
5	3.3%[57.5 µM]	CNc1c2c(nn1C)CCCC2
6	-4.5%[57.5 µM]	CN(C)CCOc1ccccc1Cc1ccccc1

# The list itself, previewed entries included:
no.	ERK EGF inh	molecule
1	17.2%	CCn1cc(C(=O)O)c(=O)c2cc(F)c(N3CCNCC3)nc21
2	-5.1%	Nc1ncnc2nc[nH]c12
3	-1.2%	Cc1cc(C)cc(OCC2CNC(=O)O2)c1 (configuration not stated)
4	-17.0%[57.5 µM]	C[C@@H]1C[C@H]2[C@@H]3C[C@H](F)C4=CC(=O)C=C[C@]4(C)[C@@]3(F)[C@@H](O)C[C@]2(C)[C@@]1(O)C(=O)COC(=O)C(C)(C)C
5	3.3%[57.5 µM]	CNc1c2c(nn1C)CCCC2
6	-4.5%[57.5 µM]	CN(C)CCOc1ccccc1Cc1ccccc1
7	-18.6%	COc1ccc(/C=C\C(=O)Nc2ccccc2C(=O)O)cc1OC
8	1.1%	O=c1ccn([C@H]2C[C@H](O)[C@@H](CO)O2)c(=O)[nH]1
9	-13.9%[57.5 µM]	C/C=C(/C)C(=O)OC1c2c(ccc3ccc(=O)oc23)OC(C)(C)C1OC(=O)/C(C)=C\C (configuration not stated)
10	-0.4%&23.8%	Nc1c2c(nc3ccccc13)CCCC2O (configuration not stated)
11	?	Oc1cc2c(cc1O)[C@@H]1c3ccc(O)c(O)c3OC[C@]1(O)C2
12	5.4%	CCc1c2c(nc3ccc(OC(=O)N4CCC(N5CCCCC5)CC4)cc13)-c1cc3c(c(=O)n1C2)COC(=O)[C@]3(O)CC
13	2.0%&6.4%&-0.8%	Cc1cccc(Nc2cc(Cl)nc(SCC(=O)O)n2)c1C
14	1.6%	CCOC(=O)NNc1nncc2ccccc12
15	-19.9%[57.5 µM]	CCCCOc1ccc(CC(=O)NO)cc1

# Values by screen from the list:
# ERK EGF inh, compounds 6 to 14: -4.5%[57.5 µM], -18.6%, 1.1%, -13.9%[57.5 µM], -0.4%&23.8%, ?, 5.4%, 2.0%&6.4%&-0.8%, 1.6%

# Further structures:
no.	ERK EGF inh	molecule
16	2.2%	C#C[C@@]1(O)CCC2C3CCC4=CC(=O)CCC4C3CC[C@@]21CC (some centres not stated)
17	14.8%[57.5 µM]	C/C=C(/C)C(=O)O[C@@H]1c2cc(OC)c(OC)c(OC)c2-c2c(cc3c(c2OC)OCO3)C[C@H](C)[C@]1(C)O
18	-26.2%[57.5 µM]	CC[C@]1(O)C[C@@H]2CN(CCc3c([nH]c4ccccc34)[C@@](C(=O)OC)(c3cc4c(cc3OC)N(C)[C@H]3[C@@](O)(C(=O)OC)[C@H](OC(C)=O)[C@]5(CC)C=CCN6CC[C@]43[C@@H]65)C2)C1
19	-12.8%[57.5 µM]	O=C(Nc1ccc(C(=O)O)c(O)c1)c1ccccc1
20	3.4%	CC1c2cccc(O)c2C(O)=C2C(=O)[C@]3(O)C(O)=C(C(N)=O)C(=O)C(N(C)C)C3C(O)C21 (some centres not stated)
21	9.9%	NC(N)=NC(=O)Cc1c(Cl)cccc1Cl
22	-11.7%	COc1cc([C@@H]2Oc3cc([C@H]4Oc5cc(O)cc(O)c5C(=O)[C@H]4O)ccc3O[C@H]2CO)ccc1O
23	10.6%[25.7 µM]	C[C@H](CCC(=O)O)[C@H]1CC[C@@H]2[C@H]3[C@@H](CC[C@@]21C)[C@]1(C)CC[C@H](O)C[C@@H]1C[C@@H]3O
24	-2.0%	Nc1c2ccccc2nc2ccccc12 (tested in a mixture with another compound)
25	-4.8%[57.5 µM]	Cc1[nH]c2ccccc2c1/C=N/NC(N)=S
26	-1.2%[57.5 µM]	Cn1c(=O)c2c(ncn2CCO)n(C)c1=O
27	2.9%	CCCCNC(=O)[C@@H]1Cc2ccccc2N1C(=O)[C@H](N)CC
28	6.5%[25.7 µM]	COc1ccccc1OC[C@H](O)COC(N)=O
29	20.5%	CC1CCC(C(C)C)C(=O)C1 (configuration not stated)
30	1.0%	CC(=O)Nc1ccccc1

# Two compounds picked at random from the list so far:
no.	ERK EGF inh	molecule
26	-1.2%[57.5 µM]	Cn1c(=O)c2c(ncn2CCO)n(C)c1=O
28	6.5%[25.7 µM]	COc1ccccc1OC[C@H](O)COC(N)=O

# The listing continues.
no.	ERK EGF inh	molecule
31	?	COc1ccccc1OCCNCC(O)COc1cccc2[nH]c3ccccc3c12 (configuration not stated)
32	6.3%	CC(=O)Nc1ccc(O)cc1
33	12.5%	CC1CC2C3CC(F)C4=CC(=O)C=C[C@@]4(C)[C@@]3(F)C(O)C[C@]2(C)[C@]1(O)C(=O)COC(=O)C(C)(C)C (some centres not stated)
34	11.9%[25.7 µM]	CCC(=O)O[C@@]1(C(=O)SCF)[C@@H](C)C[C@H]2[C@@H]3C[C@@H](F)C4=CC(=O)C=C[C@@]4(C)[C@]3(F)[C@@H](O)C[C@]21C
35	-2.0%[57.5 µM]	CCCCC1C(=O)N(c2ccccc2)N(c2ccccc2)C1=O
36	14.6%	COc1ccc(-c2cc(=O)c3c(O)c(OC)c(OC)c(OC)c3o2)cc1OC
37	-26.5%	O=c1cc(-c2ccc(O)cc2)oc2cc(O[C@@H]3O[C@H](CO)[C@@H](O)[C@H](O)[C@H]3O[C@@H]3OC[C@](O)(CO)[C@H]3O)cc(O)c12
38	-0.6%	CC[C@@]1(O)CC2CN(CCc3c([nH]c4ccccc34)[C@](C(=O)OC)(c3cc4c(cc3OC)N(C)C3[C@@](O)(C(=O)OC)C(OC(C)=O)[C@]5(CC)C=CCN6CC[C@@]43C65)C2)C1 (some centres not stated)
39	0.7%	Cc1cccc(C)c1NC(=O)C1CCCCN1C (configuration not stated)
40	15.2%	CCCCCCc1ccc(O)cc1O
41	12.6%	CC1(C)OC2CC3C4CC(F)C5=CC(=O)C=C[C@@]5(C)[C@@]4(F)C(O)C[C@@]3(C)[C@]2(C(=O)CO)O1 (some centres not stated)
42	4.6%&1.4%	COc1ccc2ccc(=O)oc2c1

# Arranged by the number under ERK EGF inh (largest number first): some entries from above
no. | Structure | ERK EGF inh
40 | CCCCCCc1ccc(O)cc1O | 15.2%
36 | COc1ccc(-c2cc(=O)c3c(O)c(OC)c(OC)c(OC)c3o2)cc1OC | 14.6%
41 | CC1(C)OC2CC3C4CC(F)C5=CC(=O)C=C[C@@]5(C)[C@@]4(F)C(O)C[C@@]3(C)[C@]2(C(=O)CO)O1 (some centres not stated) | 12.6%
32 | CC(=O)Nc1ccc(O)cc1 | 6.3%
39 | Cc1cccc(C)c1NC(=O)C1CCCCN1C (configuration not stated) | 0.7%
38 | CC[C@@]1(O)CC2CN(CCc3c([nH]c4ccccc34)[C@](C(=O)OC)(c3cc4c(cc3OC)N(C)C3[C@@](O)(C(=O)OC)C(OC(C)=O)[C@]5(CC)C=CCN6CC[C@@]43C65)C2)C1 (some centres not stated) | -0.6%
37 | O=c1cc(-c2ccc(O)cc2)oc2cc(O[C@@H]3O[C@H](CO)[C@@H](O)[C@H](O)[C@H]3O[C@@H]3OC[C@](O)(CO)[C@H]3O)cc(O)c12 | -26.5%
